CHRM1 PAM = potentiates human M1 receptor response to acetylcholine; P11229; CHO-K1 hM1, Fluo-8 calcium fluorescence, ACh EC20; 0% = ACh EC20, 100% = maximal ACh; activation, % at 3 µM; actives 0.088% (n = 360,000); AID 588819; in the data active = activation above about 19%, passing the limit was not always enough
Target sequence (P11229 whole entry, looked up): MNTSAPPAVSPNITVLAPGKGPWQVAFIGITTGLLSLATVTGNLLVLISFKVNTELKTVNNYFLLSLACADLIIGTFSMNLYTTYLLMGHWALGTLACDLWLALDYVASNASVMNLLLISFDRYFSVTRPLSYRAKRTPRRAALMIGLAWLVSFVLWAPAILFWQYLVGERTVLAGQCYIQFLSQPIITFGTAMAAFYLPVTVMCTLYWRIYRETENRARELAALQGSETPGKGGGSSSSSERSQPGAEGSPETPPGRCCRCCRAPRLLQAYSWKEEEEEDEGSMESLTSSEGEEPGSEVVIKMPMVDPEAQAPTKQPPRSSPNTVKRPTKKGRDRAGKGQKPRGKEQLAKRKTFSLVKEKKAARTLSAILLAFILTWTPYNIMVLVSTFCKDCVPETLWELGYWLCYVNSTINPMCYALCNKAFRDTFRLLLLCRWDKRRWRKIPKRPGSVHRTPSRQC
TAAR1 agonist = human TAAR1 agonism; Q96RJ0; CHO RD-HGA16 TAAR1, Fluo-8 calcium fluorescence; vehicle wells 0%, saturating PEA agonist 100%; activation, % at 3 µM; actives 0.99% (n = 360,000); AID 624467;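 active = activation above the mean activation of all test compounds in the run plus 3 SD, cut at about 38% in these data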
Target sequence (Q96RJ0 whole entry, looked up): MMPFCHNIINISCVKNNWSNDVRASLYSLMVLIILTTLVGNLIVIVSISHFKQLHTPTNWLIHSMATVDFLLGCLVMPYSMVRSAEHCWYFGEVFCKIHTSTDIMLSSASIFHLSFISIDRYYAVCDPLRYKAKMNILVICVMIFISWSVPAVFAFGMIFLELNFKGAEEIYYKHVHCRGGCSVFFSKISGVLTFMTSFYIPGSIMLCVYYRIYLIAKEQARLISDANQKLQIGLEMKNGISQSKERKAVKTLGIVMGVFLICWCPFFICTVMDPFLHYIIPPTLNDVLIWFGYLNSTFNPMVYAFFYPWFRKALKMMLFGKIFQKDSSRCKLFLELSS
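Signal – calcium-sensitive Fluo-8 signal, excitation 470-495, emission 515-575 nm · System – RD-HGA16 (CHO) cells co-expressing Gα16 and hTAAR1 · Incubation – 17-24 h seeding, 75 min 37 °C dye, 30 min RT · Compound dosing – 3 µM single concentration · Repeats – no replicates (n 1)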
CHO-K1 Ca ag = counter-screen for M1 agonists: effect in parental CHO-K1 cells; actives 0.48% (n = 360,000); Fluo-8 calcium fluorescence; scaled to maximal ATP response, vehicle zero; activation, % at 3 µM; in the data active = activation above about 15%;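 also: untransfected CHO-K1 host cells lacking M1 receptor as counterscreen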
CHRM1 agonist = human M1 muscarinic receptor agonism; P11229; activation, % at 3 µM; CHO-K1 hM1, Fluo-8 calcium fluorescence, agonist mode; 0% DMSO, 100% acetylcholine EC100; actives 0.33% (n = 360,000);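 active = activation above the run's mean compound activation plus 3 SD, cut at about 16% in these data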;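 also: peak over basal fluorescence ratio within a 140 s kinetic read after compound addition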
M1 antag = blocks human M1 muscarinic receptor. P11229. CHO-K1 hM1, Fluo-8 calcium fluorescence, ACh EC80 antagonist. inhibition, % at 3 µM. actives 1.3% (n = 360,000). AID 588852;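 active = percent inhibition above its own plate's cutoff, namely the mean of that plate's compound wells plus 3 SD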;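 also: peak over basal fluorescence ratio during 140 s after agonist addition; 0% = ACh EC80 plus DMSO and 100% = DMSO alone without agonist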
CHO-K1 Ca antag = nonselective inhibitor or artifact in parental CHO-K1 cells; ATP-induced calcium, Fluo-8 fluorescence; actives 0.6% (n = 360,000); inhibition, % at 3 µM;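 active = inhibition above a per-plate cutoff, the plate's mean sample inhibition plus 3 SD, cut at about 24% in these data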;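 also: 0% = DMSO plus EC80 ATP and 100% = DMSO alone without ATP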
M1 PAM parental = M1 PAM counterscreen hit in parental CHO-K1 cells | ATP EC20, Fluo-8 calcium fluorescence; 0% at ATP EC20, 100% at ATP max | activation, % at 3 µM | actives 0.02% (n = 360,000) | AID 602247;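 active = activation above the run cutoff, the mean activation of all test compounds plus 3 SD, cut at about 40% in these data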;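 also: peak over basal fluorescence ratio in a 140 s read after ATP addition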
CHO parental Ca = signal in parental CHO cells, OX1R antagonist counter-screen. parental CHO-K1, ATP-induced calcium, Fluo-8 fluorescence. AID 463079. inhibition, % at 5.6 µM. actives 0.63% (n = 330,000);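 active = inhibition above that plate's mean sample inhibition plus 3 SD, cut at about 26% in these data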;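 also: 0% = ATP-challenged DMSO wells and 100% = DMSO wells without ATP; some compounds past the cut are filed as inactive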
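Test system: parental CHO cells; detection: calcium-sensitive Fluo-8 fluorescence; evaluation: percent inhibition of calcium signal; also added: ATP as calcium-mobilizing challenge; repeats: one well per compound; control set: ATP-challenged DMSO wells low, unchallenged DMSO wells high; compound: single nominal dose of 5.6 µM per compound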
TAAR1 antag = antagonists of human TAAR1; inhibition, % at 3 µM; CHO RD-HGA16 TAAR1, Fluo-8 calcium fluorescence, antagonist; Q96RJ0; actives 1.5% (n = 360,000);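 active = inhibition above a per-plate cutoff, the mean inhibition of test compounds on that plate plus 3 SD, cut at about 49% in these data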;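 also: 0% = DMSO plus EC80 beta-PEA response and 100% = DMSO alone without agonist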
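Assay system: RD-HGA16 CHO cells with stable hTAAR1 and Gα16 / Reagent: EC80 β-phenethylamine stimulus / Doses: 3 µM, single point / Timing: dye loading 75 min at 37 °C, then 30 min room temperature / Measured by: Fluo-8 intracellular calcium dye fluorescence, real-time kinetic reads / Controls: vehicle wells and EC80 agonist wells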
Active calls of the source: *; nt = not tested or not shown.

SMILES | CHRM1 PAM | TAAR1 agonist | CHO-K1 Ca ag | CHRM1 agonist | M1 antag | CHO-K1 Ca antag | M1 PAM parental | CHO parental Ca | TAAR1 antag
COc1ccc([C@H]2CC(=O)C=C(c3cccc(C#N)c3)C2)cc1 | 7 | 1 | -0.1 | -6 | -10 | -9 | 9 | -8 | 4
O=C(NCC(=O)N1CCN(c2cccc(Cl)c2)CC1)c1ccc(Br)o1 | 1 | 1 | 2.6 | -2 | -7 | -5 | -4 | -24 | -13
C=C(C)Cc1c(C)c(C#N)c2nc3ccccc3n2c1N1CCCCC1 | 10 | 3 | 0.1 | -3 | -17 | -2 | 10 | -26 | -9
COc1cc(C(=O)Nc2cc(-c3cn4cccnc4n3)ccc2C)cc(OC)c1OC | -4 | 0 | 0.2 | -1 | 17 | 10 | -8 | -17 | -21
CS(=O)(=O)N(CC(=O)Nc1ccc(S(=O)(=O)N2CCCC2)cc1)c1ccccc1 | 7 | 10 | 0.3 | -11 | 2 | 6 | -7 | 11 | 10
CCOc1ccc(NC(=O)CC2SC(=O)N(c3ccccc3)C2=O)cc1 (stereo not given) | 0 | 18 | -0.1 | -8 | -2 | -13 | 4 | -23 | -19
O=C(CCc1c[nH]c2ccccc12)N/N=C/c1ccc2c(c1)OCO2 | 14 | 10 | 2.5 | 2 | -6 | 1 | 4 | 11 | -8
COC(=O)c1cn(NC(=O)Cc2ccc(Cl)c(Cl)c2)c(=O)c2ccccc12 | 9 | 3 | 0.1 | -5 | -20 | -9 | 15 | -18 | -14
CCOC(=O)Cn1cc(C(=O)C(C)(C)C)c2ccccc21 | 3 | 3 | -0.7 | -3 | -2 | -9 | 13 | -7 | 20
CCOC(=O)CN(C(=O)CSc1nnc(CNc2ccc(F)cc2)o1)c1ccccc1 | -2 | -1 | 1.1 | -4 | 10 | -12 | 19 | -8 | 22
Cc1ccccc1NS(=O)(=O)c1cccc2nonc12 | 1 | -1 | 0.1 | -4 | -13 | 1 | -5 | -5 | -5
Cc1cccc(NC(=O)c2nc[nH]c2C(=O)N[C@@H](CC(C)C)C(=O)OC(C)(C)C)c1 | 5 | -1 | -0.4 | -1 | -4 | -5 | 5 | -24 | -4

At a glance, two of the compounds above:
SMILES | CHRM1 PAM | TAAR1 agonist | CHO-K1 Ca ag | CHRM1 agonist | M1 antag | CHO-K1 Ca antag | M1 PAM parental | CHO parental Ca | TAAR1 antag
CS(=O)(=O)N(CC(=O)Nc1ccc(S(=O)(=O)N2CCCC2)cc1)c1ccccc1 | 7 | 10 | 0.3 | -11 | 2 | 6 | -7 | 11 | 10
CCOc1ccc(NC(=O)CC2SC(=O)N(c3ccccc3)C2=O)cc1 (stereo not given) | 0 | 18 | -0.1 | -8 | -2 | -13 | 4 | -23 | -19

(list continues)
SMILES | CHRM1 PAM | TAAR1 agonist | CHO-K1 Ca ag | CHRM1 agonist | M1 antag | CHO-K1 Ca antag | M1 PAM parental | CHO parental Ca | TAAR1 antag
C=CCc1cccc(C2Nc3ccccc3C(=O)N2O)c1O (stereo not given) | 5 | 3 | 0.7 | -1 | -9 | -1 | 12 | 7 | -9
O=S1(=O)C=C(Oc2ccc(F)cc2)c2ccccc21 | 15 | 3 | 0.9 | -3 | -14 | -1 | 27 | -12 | -19
COc1ccc(Cc2c(-c3cccc(Cl)c3)nc3ccc(C)cn23)c(C)c1 | -1 | 2 | 0.3 | -1 | -21 | -23 | 13 | nt | -20
O=C(O)c1ccccc1C(=O)OCCCc1ccncc1 | 22 | 0 | 0.6 | -2 | -13 | -11 | 21 | -11 | 7
COc1cccc(NC(=O)CSc2nnc(Cn3cnc([N+](=O)[O-])n3)n2C)c1 | 5 | -1 | 0.0 | -7 | -3 | -13 | 16 | -6 | 12
CNc1ncc(C(=O)c2ccc(Cl)cc2)s1 | 9 | 3 | -0.3 | -5 | -3 | 5 | -6 | 4 | -1
CC(N=c1ccccn1C(=O)Nc1ccc(F)cc1)c1ccco1 (stereo not given) | 4 | 8 | 0.1 | -2 | 1 | 2 | -9 | -4 | 8
CC(C)(C)c1ccc(/C=C/C(=O)Nc2cccnc2)cc1 | 1 | 2 | 4.6 | -4 | -6 | -13 | -2 | 0 | 41
CN(Cc1ccccc1Cl)C(=O)C1CCC(=O)N(C2CCCCCC2)C1 (stereo not given) | 2 | 1 | 2.8 | -2 | 0 | -7 | -15 | nt | 6
O=C(Nc1ccc(N2CCN(C(=O)c3ccco3)CC2)cc1)c1ccc2c(c1)OCO2 | 5 | 8 | 2.2 | -2 | 0 | 2 | 7 | -17 | 12
Cc1ccc([C@@H]2CC=C(C(=O)O)[C@H](c3ccccc3F)N2S(=O)(=O)c2ccc(C)cc2)cc1 | 9 | 12 | 0.6 | -6 | -9 | -25 | 25 | -14 | 30
Cc1cccc(-n2nc(C(=O)Nc3ccccc3)n3c(=O)cc(-c4ccccc4)nc23)c1 | 13 | 5 | 0.4 | -3 | -11 | -9 | 12 | -14 | 4
CCSC1=C(C#N)C2(CCCCC2)C(C#N)C(=O)N1 (stereo not given) | 7 | 4 | 1.4 | -3 | -6 | -3 | 16 | -16 | -10
CC1CCN(c2ncnc3ccccc23)CC1 | -5 | 9 | 3.9 | 0 | 10 | 3 | 7 | 10 | 5
CC(=O)Nc1ccccc1C(=O)C(=O)Nc1ccc(Cl)cc1 | 8 | -1 | 0.6 | -6 | -4 | -16 | 22 | -13 | 2
CC1(C)CC(=O)C=C(c2ccc(COC(=O)C(c3ccccc3)c3ccccc3)cc2)C1=O | -11 | -1 | 0.6 | -4 | 7 | -7 | 10 | nt | 15
Cc1c(NC(=S)Nc2cccc(Cl)c2)c(=O)n(-c2ccccc2)n1C | 6 | 1 | 0.7 | -4 | -5 | -6 | 11 | 1 | -19
COc1nc(N)c(C#N)c(-c2ccc(N(C)CCC#N)cc2)c1C#N | -15 | 26 | 8.8 | 4 | 37 | 10 | -4 | -8 | 81*
CC(C)(C)c1ccc(S(=O)(=O)NC(=O)C2(C)CCN2C(=O)Cc2cc(F)ccc2F)cc1 (stereo not given) | 4 | 12 | -0.2 | 0 | -1 | 9 | -8 | nt | -29
COc1ccc(OC)c2[nH]c(=O)c(CCNC(=O)c3ccc(S(=O)(=O)N4CCCCC4)cc3)cc12 | -4 | 1 | 0.5 | -1 | 2 | -6 | -1 | 2 | 9
CN(Cc1ccc(F)cc1)C(=O)c1cccc(S(=O)(=O)N2CCN(Cc3ccccc3)CC2)c1 | 5 | 4 | 5.5 | 5 | 3 | 4 | -16 | -7 | 18
CCCn1c(SCC(=O)N2c3ccccc3CCc3ccccc32)nc2c1c(=O)n(C)c(=O)n2C | 7 | 0 | 0.0 | -1 | -13 | -8 | 5 | -29 | -4
Cc1nc(C(=O)O)nn1-c1ccc([N+](=O)[O-])cc1 | 5 | -1 | 0.0 | -5 | -2 | -2 | 4 | -3 | 15
COc1ccc2cc3c(N)nn(C(=O)c4ccc(F)cc4)c3nc2c1 | 12 | -3 | -0.5 | -5 | -17 | 9 | 0 | -9 | -44
Cc1nonc1OCCNC(=O)C12CC3CC(CC(C3)C1)C2 | 8 | 4 | 0.3 | -3 | -18 | -3 | 10 | -10 | 16
CCCCNC(=O)C1CCN(Cc2ccccn2)CC1 | 5 | 0 | 0.0 | -3 | -2 | 0 | 0 | -9 | 10
CNS(=O)(=O)c1cccc(C(=O)OCC(=O)NC2CCCC(C)C2C)c1 (stereo not given) | 10 | 6 | 1.4 | 0 | -10 | -17 | 15 | -8 | -11
CCc1nc(Nc2ccc(OC)cc2OC)c2oc3ccccc3c2n1 | 2 | 5 | 0.2 | -8 | -3 | -12 | 10 | -18 | -12
CNC(=S)SCCOc1ccc(C)cc1 | -1 | 0 | 0.8 | -8 | -2 | -2 | 9 | -5 | 1
Cc1ccc(C2C3C(=O)N(c4ccc(C)cc4)C(=O)C3N3CCCN23)cc1 (stereo not given) | 11 | 4 | -0.1 | 1 | -15 | 3 | -6 | -5 | -45
COCCN(Cc1cc2cc(C)c(C)cc2nc1Cl)C(=O)Nc1ccccc1 | -3 | -1 | 0.3 | 0 | 9 | 10 | -1 | -19 | -25
CCc1cc(C(=O)N(CC(C)C)c2c(N)n(Cc3ccccc3)c(=O)[nH]c2=O)sc1C | 6 | 0 | 0.2 | -1 | -11 | -12 | -3 | -14 | -46
Oc1ccc2nc(Cc3ccccc3)[nH]c2c1 | 1 | 3 | 0.7 | -2 | -21 | -2 | 8 | -10 | 5
COc1ccccc1-c1nc2s/c(=C\c3cccs3)c(=O)n2n1 | 12 | 6 | 0.0 | -5 | -6 | -6 | 6 | 1 | -2
Cc1cccc(C2N=C(N)Nc3nc4ccccc4n32)c1 (stereo not given) | -2 | 1 | 0.4 | -9 | 0 | -4 | -6 | -4 | -1
CCOc1ccc(N2CC(C(=O)Nc3ccccc3N3CCOCC3)CC2=O)cc1 (stereo not given) | 5 | 11 | 1.2 | -2 | -1 | 4 | 3 | -4 | -4
COc1ccc(-c2csc3nc(-c4cccnc4)nc(N4CCC(C(N)=O)CC4)c23)cc1OC | 2 | 20 | 5.5 | -5 | 4 | -7 | 14 | -20 | 53*

Some values from the results shown.
COc1ccc(-c2csc3nc(-c4cccnc4)nc(N4CCC(C(N)=O)CC4)c23)cc1OC @ M1 antag = 4
Oc1ccc2nc(Cc3ccccc3)[nH]c2c1 @ M1 antag = -21
Cc1cccc(C2N=C(N)Nc3nc4ccccc4n32)c1 (stereo not given) @ M1 PAM parental = -6
CCc1cc(C(=O)N(CC(C)C)c2c(N)n(Cc3ccccc3)c(=O)[nH]c2=O)sc1C @ CHRM1 PAM = 6
COc1ccccc1-c1nc2s/c(=C\c3cccs3)c(=O)n2n1 @ M1 antag = -6
COCCN(Cc1cc2cc(C)c(C)cc2nc1Cl)C(=O)Nc1ccccc1 @ M1 antag = 9

Bioassay records (PubChem)
